Source: PubChem
KLF5 inhibitor: inhibitors of KLF5 expression; DLD-1 KLF5 promoter-luciferase reporter, luminescence; inhibition, % at 5 µM; actives 0.23% (n = 290,000);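 active = inhibition above a per-plate limit of that plate's mean compound inhibition plus 3 SD, cut at about 60% in these data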;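 also: 0% = DMSO wells and 100% = LY294002 at 200 µM; higher means less KLF5 promoter-driven luciferase light; inactives centre near -14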
aSyn UTR inh: MLPCN primary screen, SNCA 5' untranslated region; alpha-synuclein 5'UTR reporter, inhibitor activity; inhibition, % (tested at 7.5 µM); actives 0.82% (n = 300,000); AID 1813; in the data active = inhibition above about 60%;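 also: H4 neuroglioblastoma cells stably carrying SNCA 5'UTR luciferase fusion; 0% = DMSO wells and 100% = positive control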
HSP90 refold inh: HSP90 refolding inhibition in rabbit reticulocyte lysate. actives 0.91% (n = 290,000). inhibition, % at 5.6 µM. luciferase refolding luminescence, 3 h;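 active = inhibition above the screen-wide mean plus 3 SD, computed separately per campaign, cut at about 16% in these data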;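 also: 0% = DMSO wells and 100% = 60 µM geldanamycin wells; inhibitors lower the luminescence because luciferase stays unfolded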
GSK3 alpha inh: human GSK-3 alpha kinase inhibition; ADP-Glo luminescence, 60 min; actives 0.1% (n = 320,000); inhibition, % at 10 µM; P49840;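 in the data active = inhibition above about 50%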;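 also: GST-tagged GSK-3 alpha with peptide substrate and 25 µM ATP; 0% = DMSO neutral wells and 100% = GW8510 positive control wells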
Target sequence (P49840 whole entry, looked up): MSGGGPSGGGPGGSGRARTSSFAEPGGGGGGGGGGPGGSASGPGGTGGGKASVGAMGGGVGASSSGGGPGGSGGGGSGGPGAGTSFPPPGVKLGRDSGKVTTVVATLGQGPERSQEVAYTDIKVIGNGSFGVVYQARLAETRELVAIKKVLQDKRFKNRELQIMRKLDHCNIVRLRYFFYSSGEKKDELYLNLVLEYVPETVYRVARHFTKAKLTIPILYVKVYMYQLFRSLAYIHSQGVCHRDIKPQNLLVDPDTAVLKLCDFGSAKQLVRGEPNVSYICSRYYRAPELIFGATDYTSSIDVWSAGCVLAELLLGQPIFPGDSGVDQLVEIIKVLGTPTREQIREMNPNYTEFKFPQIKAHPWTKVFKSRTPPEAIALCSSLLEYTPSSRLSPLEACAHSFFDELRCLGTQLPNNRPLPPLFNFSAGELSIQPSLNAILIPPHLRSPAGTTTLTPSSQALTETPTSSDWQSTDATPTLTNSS
HSF1 inhib: HSF1 inhibition | NIH3T3-HGL HSE-luciferase, MG132-induced, luminescence 8 h; hits give low values | activity change, negative = inhibition, % at 7.5 µM (by protocol) | actives 0.77% (n = 300,000);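 active = more than half of replicate wells show activity change below -50%, luminescence cut by over half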;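 also: luciferase reports HSF-1 transcriptional activity via heat shock element; 0% = median of DMSO wells and -100% = zero luminescence signal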
DYRK1A inh: Dyrk1A (rat) kinase inhibition. actives 0.43% (n = 310,000). ADP-Glo luminescence, NFATc1 peptide. inhibition, % at 12.5 µM. Q63470; in the data active = inhibition above about 50%;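 also: plate controls were vehicle with enzyme for no effect and no enzyme for full effect; many of its hits are not listed in these tables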
GSK3B inh: blocks human GSK3beta kinase activity; P49841; actives 0.038% (n = 300,000); activity score (negative = inhibition), % at 10 µM; GST-GSK3beta kinase, ADP-Glo luminescence, 60 min; hits give low values;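 active = more than half of replicate wells score below -50%, meaning over 50% inhibition versus plate controls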;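 also: 0% = median DMSO wells and -100% = median GW8510 positive control wells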
Target sequence (P49841 whole entry, looked up): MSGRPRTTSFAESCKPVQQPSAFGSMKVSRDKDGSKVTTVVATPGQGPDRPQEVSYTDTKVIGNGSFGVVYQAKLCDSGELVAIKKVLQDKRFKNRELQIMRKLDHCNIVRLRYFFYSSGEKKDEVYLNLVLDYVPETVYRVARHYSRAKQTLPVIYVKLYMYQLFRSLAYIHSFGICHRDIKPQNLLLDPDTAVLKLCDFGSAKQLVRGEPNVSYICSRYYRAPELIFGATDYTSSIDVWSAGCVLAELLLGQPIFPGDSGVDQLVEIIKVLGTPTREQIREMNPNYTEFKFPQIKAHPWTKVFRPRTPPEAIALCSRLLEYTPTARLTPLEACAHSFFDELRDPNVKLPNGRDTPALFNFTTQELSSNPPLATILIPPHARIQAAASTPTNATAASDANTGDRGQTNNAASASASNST
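Test system: GST-fused GSK3beta enzyme, cell-free | Quantity: 1.6 ng GST-GSK3beta enzyme per well | Reagent: 25 µM ATP with peptide substrate | Schedule: 60 min enzyme reaction, room temperature | Signal: Luminescent ADP-Glo measurement of ADP formed | Read-out basis: Score relative to plate controls | Control set: DMSO and 20 µM GW8510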
Platelet DG rel: platelet dense granule release activity; human platelet-rich plasma, SFLLRN dense granule ATP release, luminescence; inhibition, %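 (compounds screened at 7.5 µM in platelet-rich plasma)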; actives 0.22% (n = 300,000); AID 1663;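 active = mean replicate score, as percent of positive control, at or above 50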
HSF-1 act: increases HSF-1 driven luciferase reporter signal. NIH3T3-HGL HSF-1 luciferase reporter, MG132, 8 h; 100% = twice DMSO control signal. activation, % at 9 µM. actives 1.7% (n = 300,000);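 active = mean replicate activation of at least 50% with a set share of replicates each reaching 50%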;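 also: 0% = median of the neutral control wells and 100% = twice that signal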
IEC-6 tox: counter-screen for KLF5 inhibitors: cytotoxicity in IEC-6 cells; actives 0.78% (n = 290,000); IEC-6 cytotoxicity, luminescence viability; AID 1825; inhibition, % at 5 µM; in the data active = inhibition above about 22%;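 also: 0% = plate median of test compound wells and 100% = cytotoxic reference compound wells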
* = called active by the depositor; x = no result given. A portion of the library; rates above refer to the full screens.

SMILES	KLF5 inhibitor	aSyn UTR inh	HSP90 refold inh	GSK3 alpha inh	HSF1 inhib	DYRK1A inh	GSK3B inh	Platelet DG rel	HSF-1 act	IEC-6 tox
COc1ccccc1NS(=O)(=O)c1ccc(C(=O)OCC(=O)NCc2ccco2)cc1	9	7	2	-1	-15	-4	5	-2	2	-6
Cc1ccc(C)c(NC(=O)C(Sc2nnc(-c3cccs3)o2)c2ccccc2)c1 (stereo not drawn)	-1	x	4	-6	x	-4	x	x	x	11
CCc1cc(CNC(=O)c2ccc(OC3CCN(C(C)=O)CC3)c(OC)c2)on1	-24	-4	-3	-2	-3	-1	1	3	2	-1
Cc1cccc(N2CCN(CCCNC(=O)c3ccc(NC(=O)C4=CSCCO4)cc3)CC2C)c1 (stereo not drawn)	-23	18	-1	-1	-6	-1	1	10	4	6
Cc1onc(-c2ccccc2Cl)c1C(=O)NCCCN1CCOCC1	-19	6	-4	17	-10	-3	-2	-4	-3	1
COc1ccc(-c2nnc(-c3cc4c(ccc5ccccc54)oc3=O)o2)cc1	-15	-16	-3	1	-4	-5	3	-1	-1	4
CCOc1ccc(C(=O)N2CCc3ccccc32)cc1OCC	-38	25	0	-2	2	13	-1	9	-4	-3
O=C(CN1C(=O)NC2(CCCC2)C1=O)N1CCN(S(=O)(=O)c2ccccc2[N+](=O)[O-])CC1	x	2	x	-1	-3	9	-2	-11	-7	x
O=C1C(=O)N(CCN2CCCCC2)c2ccccc21	-17	6	-1	1	-2	2	1	4	-15	0
Cc1nc(NC(=O)Nc2ccc(Cl)cc2)sc1C	-53	-164	3	-2	27	-4	0	-1	33	-4
Oc1ccccc1CNc1cccc2cccnc12	-22	-39	3	0	16	-6	2	14	43	3
O=S(=O)(Nc1nc2ccccc2nc1-[n+]1ccccc1)c1ccc(Cl)cc1	1	21	-3	-2	-1	-2	0	4	-4	9
Cc1ccc(-c2csc3ncnc(Oc4cccc5ccc(C)nc45)c23)cc1	4	-1	-2	-1	-3	1	-3	3	-11	1
O=C(CSCc1cccc(F)c1)NCc1ccccc1	-86	-75	-1	-1	16	4	-1	3	29	5
CN(CC(=O)Nc1ccc(F)c(Cl)c1)S(=O)(=O)c1ccc2c(c1)n(C)c(=O)c(=O)n2C	-7	-7	-2	1	-2	x	2	-8	6	-7
Cc1ccc(S(=O)(=O)N2CCC(C(=O)N3CCCC3C(=O)N[C@@H](CC(C)C)C(=O)NCC(N)=O)CC2)cc1 (stereo partly drawn)	1	1	-3	-1	1	-7	3	0	6	1
CCOC(=O)N1CCN(S(=O)(=O)c2cc(Cl)c(OC)cc2Cl)CC1	-48	-10	-2	2	41	-2	3	-7	70*	-6
Cc1ccc(S(=O)(=O)NCC(C)NS(=O)(=O)c2ccc(C)cc2)cc1 (stereo not drawn)	-19	-5	-3	1	2	-1	-1	-1	9	3
COc1ccccc1Cn1c(CO)nc2ccccc21	-4	-15	0	0	-1	-8	-1	1	-1	0
Cc1ccccc1NC(=O)c1ccccc1N(C)S(=O)(=O)c1ccccc1	x	1	x	-1	1	x	2	-16	25	x
CC(=O)c1ccc2noc(-c3ccccc3)c2c1	0	-12	3	20	0	13	-2	2	3	3
Cc1ccc(CNC(=O)Cn2c([N+](=O)[O-])cnc2C)cc1	-32	14	-1	-3	2	-9	3	-1	15	-4
O=C(NC1CCCC1)c1cc(COc2ccc3ncccc3c2)on1	-33	9	-1	0	-6	-3	0	-10	2	3
Cc1ccc(C)c(NS(=O)(=O)c2cc(C(=O)NCCC3=CCCCC3)ccc2C)c1	-19	5	-1	4	14	-1	-4	2	16	-9
Cc1ccc(C)c(NC(=O)CCn2cnnn2)c1	13	6	-3	-1	-2	-3	-5	5	10	-6

HSF-1 act: hit marks shown above
compound | KLF5 inhibitor | aSyn UTR inh | HSP90 refold inh | GSK3 alpha inh | HSF1 inhib | DYRK1A inh | GSK3B inh | Platelet DG rel | HSF-1 act
CCOC(=O)N1CCN(S(=O)(=O)c2cc(Cl)c(OC)cc2Cl)CC1 | -48 | -10 | -2 | 2 | 41 | -2 | 3 | -7 | 70*

Further entries
SMILES	KLF5 inhibitor	aSyn UTR inh	HSP90 refold inh	GSK3 alpha inh	HSF1 inhib	DYRK1A inh	GSK3B inh	Platelet DG rel	HSF-1 act	IEC-6 tox
N#C/C=C/N1CCC(Cc2ccccc2)CC1	-16	15	2	2	-10	0	-3	-16	-10	-2
CN=C1NN=C(c2cc(C)n(-c3c(C)n(C)n(-c4ccccc4)c3=O)c2C)CS1	-40	-12	2	x	-7	-2	-1	-1	10	-5
O=C(c1cccnc1)c1cccnc1	-16	7	1	x	-3	0	4	2	-17	-1
CC(=O)Oc1c(C(C)C)cc(N(C(C)=O)c2ccccc2)cc1C(C)C	x	-5	x	-3	2	-2	-1	-3	11	x
CCN(CC)C(=O)c1ccc(-c2nnc(Nc3ccc(C(=O)NC)cc3)c3ccccc23)cc1	-23	5	3	4	-7	x	2	8	1	6
Cc1ccc2nc(C)c(C(=O)O)cc2c1	10	13	-4	1	-7	0	1	4	6	5
O=C(c1n[nH]c2ccccc12)N1CCCCC1	-2	13	4	-4	-2	x	-2	1	2	-1
Cc1cccc(N(CC(=O)NC2CCCC2)C(=O)c2nsc(Cl)c2Cl)c1C	-27	1	-3	-3	0	-1	1	2	15	-6
CCN1C(=O)CC(N2CCN(c3ccc(Cl)cc3)CC2)C1=O (stereo not drawn)	3	-43	2	0	2	-3	-2	3	19	2
c1cncc(-c2noc(C34CC5CC(CC(C5)C3)C4)n2)c1	-24	-87	1	0	9	-1	0	0	8	1
O=c1cc(O)c2sc3nc(-c4cccnc4)cc(C(F)(F)F)c3c2[nH]1	-21	-28	-4	14	-2	4	-3	-1	23	-1
CCOc1cc(NC(=O)C2CC2)c(OCC)cc1NC(=O)c1ccccc1OCC	-19	-38	-5	-1	4	3	x	14	4	4
COc1ccccc1OCCNC(=O)c1cc(=O)[nH]c2ccccc12	-2	10	2	-1	0	x	-3	1	5	4
Cc1sc2nc(CSc3ccccc3)nc(N3CCN(C)CC3)c2c1C	-23	-10	4	0	31	8	1	-17	47	6
O=C(CCCSc1nc2ccccc2[nH]1)NCc1ccc(Cl)cc1	-29	24	-2	2	-5	-2	0	-2	11	-2
Cc1ccc(NC(=S)N(CCN2CCCCC2)Cc2ccco2)cc1Cl	3	-4	0	-2	1	0	-3	-18	-3	-1
Nc1nonc1NN=C1CCCCC1	-26	-16	0	2	7	x	2	16	47	10
O=C(OCn1nnc2ccccc2c1=O)c1cccs1	-13	6	0	-1	1	-4	-2	1	7	-5
Cc1ccc(O)c(C(CC(=O)NCc2cccnc2)c2ccccc2)c1 (stereo not drawn)	-8	11	0	-2	-1	-2	0	3	-3	-1
O=C(Cc1cccs1)Nc1cc(SCCO)cc([N+](=O)[O-])c1	-24	-2	1	-1	-6	-2	-4	-11	9	2
COc1ccc(CNC(=O)[C@H](Cc2c[nH]c3ccccc23)NC(=O)[C@@H]2Cc3ccccc3CN2)cc1	-6	-6	-1	7	10	2	2	-2	2	-1

Structural class: the compounds so far containing a Cl atom
SMILES	KLF5 inhibitor	aSyn UTR inh	HSP90 refold inh	GSK3 alpha inh	HSF1 inhib	DYRK1A inh	GSK3B inh	Platelet DG rel	HSF-1 act	IEC-6 tox
Cc1onc(-c2ccccc2Cl)c1C(=O)NCCCN1CCOCC1	-19	6	-4	17	-10	-3	-2	-4	-3	1
Cc1nc(NC(=O)Nc2ccc(Cl)cc2)sc1C	-53	-164	3	-2	27	-4	0	-1	33	-4
O=S(=O)(Nc1nc2ccccc2nc1-[n+]1ccccc1)c1ccc(Cl)cc1	1	21	-3	-2	-1	-2	0	4	-4	9
CN(CC(=O)Nc1ccc(F)c(Cl)c1)S(=O)(=O)c1ccc2c(c1)n(C)c(=O)c(=O)n2C	-7	-7	-2	1	-2	x	2	-8	6	-7
CCOC(=O)N1CCN(S(=O)(=O)c2cc(Cl)c(OC)cc2Cl)CC1	-48	-10	-2	2	41	-2	3	-7	70*	-6
Cc1cccc(N(CC(=O)NC2CCCC2)C(=O)c2nsc(Cl)c2Cl)c1C	-27	1	-3	-3	0	-1	1	2	15	-6
CCN1C(=O)CC(N2CCN(c3ccc(Cl)cc3)CC2)C1=O (stereo not drawn)	3	-43	2	0	2	-3	-2	3	19	2
O=C(CCCSc1nc2ccccc2[nH]1)NCc1ccc(Cl)cc1	-29	24	-2	2	-5	-2	0	-2	11	-2
Cc1ccc(NC(=S)N(CCN2CCCCC2)Cc2ccco2)cc1Cl	3	-4	0	-2	1	0	-3	-18	-3	-1
